Eya2 inh: qHTS Assay for Inhibitors of the Phosphatase Activity of Eya2. Potency, µM (highest dose often 76.9 µM), for the others: at the top dose activity, negative = inhibition, actives largely listed as inhibitors. recombinant Eya2, OMFP fluorescence dephosphorylation (OMFP is methylfluorescein phosphate). hit rate 0.006% among 330,000. Protein phosphatase EYA2 (Homo sapiens), O00167; also: potency is read from the fitted curve at half-maximal effect; % is scaled to controls: 0 for no effect and ±100 for the full control effect
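Eya2 (0.2 uM) preincubated 10 min at ambient with compound, then OMFP substrate added at 50 uM; 10 min reaction in 50 mM HEPES pH 7.5, 50 mM NaCl, 5 uM MgCl2, 0.05% BSA, 1 mM DTT. Fluorescence read at Ex 485/Em 525 nm.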
BCR signal inh: qHTS Assay to Find Inhibitors of Chronic Active B-Cell Receptor Signaling | ABC-DLBCL IkBa-CBG/CBR reporter, luminescence ratio, 4 h | Potency, µM (doses to about 46.1 µM), for inactives: top-dose ratio change, negative = lower green/red ratio, most hits filed as inhibitors | hit rate 0.05% among 340,000; active = well fitted inhibition curve with a large enough effect in the signal ratio, with a control signal flat, not every such curve was filed as active; inconclusive = small, poorly fitted or top-dose-only effect, or effect the other way, or a change in a side signal; the % refers to the signal ratio;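 also: potency is read from the fitted curve at half-maximal effect; plate controls were basal doxycycline-induced cells for no effect and cells given 10 µM MG132 for full effect; MG132 reads +100%, hits lower the ratio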
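TMD8 human ABC-DLBCL cells with doxycycline-inducible IκBα–green luciferase fusion and unfused red luciferase, in 0.5% FBS medium; compounds up to 46 uM, 4 h at 37C. Green/red luminescence ratio, filter-overlap corrected, fitted to concentration-response curves.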
Mito fusion act: qHTS Assay for Small Molecule Inhibitors of Mitochondrial Division or Activators of Mitochondrial Fusion; hit rate 0.23% among 320,000; AID 485298, 2010; Potency, µM (top dose mostly 46.1 µM), for inactives: at the top dose growth rescue (activation), usual class: activators; S. cerevisiae fusion-defective mutant growth rescue, CellTiterGlo 48 h;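 also: potency is read from the fitted curve at half-maximal effect; % of control where 0% means no effect; nearly all actives have a fitted effect of over 45% in size; temperature-sensitive fusion mutants such as fzo1-1 at 37 °C on non-fermentable ethanol glycerol medium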
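Temperature-sensitive fusion-defective S. cerevisiae (e.g. fzo1-1, mgm1-5) were grown with compound in YPEG medium (3% ethanol, 3% glycerol) for 48 hours at 37C. Growth rescue was measured as viability by CellTiterGlo luminescence after 10 minutes at ambient.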
PKM2 activator: qHTS Assay for Activators of Human Muscle isoform 2 Pyruvate Kinase. purified PKM2, Kinase-Glo ATP luminescence, activation; response scale: 0% is enzyme alone, no compound. Potency, µM (titrated, usually from 57.5 µM), for inactives: at the top dose activation, usual class: activators. hit rate 0.34% among 260,000. AID 1631, 2009; also: potency is read from the fitted curve at half-maximal effect; % is scaled to controls: 0 for no effect and ±100 for the full control effect; nearly all actives have a fitted effect of over 55% in size
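hPK-M2, >95% pure; 0.1 mM ADP / 0.5 mM PEP final; imidazole pH7.2 buffer w/ 7 mM MgCl2, 50 mM KCl; 1 h RT; Kinase-Glo lum. Intermediate enzyme activity for dual inhibitor/activator qHTS.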
Menin MLL FP TR: qHTS Assay for Inhibitors Targeting the Menin-MLL Interaction in MLL Related Leukemias: Competition With Texas Red Labeled MLL-derived Mutant Peptide. Potency, µM (doses to about 61.6 µM), for inactives: at the top dose FP activity change, negative = inhibition, actives largely listed as inhibitors. O00255. hit rate 0.23% among 270,000. Menin + Texas Red MLL mutant peptide, fluorescence polarization; active = well fitted inhibition curve with a large enough effect in the polarisation, with a control signal flat, not every such curve was filed as active; inconclusive = small, poorly fitted or top-dose-only effect, or effect the other way, or a change in a side signal; inactive = no such curve, though single readings can be large or run the other way; the % refers to the polarisation; also: potency is read from the fitted curve at half-maximal effect; % of control where 0% means no effect; many of its hits are not listed in these tables
ASM inhibitor: Inhibitors of Secretory Acid Sphingomyelinase (S-ASM): qHTS. placental ASM, HMU-PC fluorogenic substrate, 60 min. Potency, µM (top dose mostly 57.5 µM), inactives show at the top dose activity change, negative = inhibition, hits mostly inhibitors. hit rate 0.006% among 340,000; also: potency is read from the fitted curve at half-maximal effect
Target sequence (P17405 47-631 limits assumed): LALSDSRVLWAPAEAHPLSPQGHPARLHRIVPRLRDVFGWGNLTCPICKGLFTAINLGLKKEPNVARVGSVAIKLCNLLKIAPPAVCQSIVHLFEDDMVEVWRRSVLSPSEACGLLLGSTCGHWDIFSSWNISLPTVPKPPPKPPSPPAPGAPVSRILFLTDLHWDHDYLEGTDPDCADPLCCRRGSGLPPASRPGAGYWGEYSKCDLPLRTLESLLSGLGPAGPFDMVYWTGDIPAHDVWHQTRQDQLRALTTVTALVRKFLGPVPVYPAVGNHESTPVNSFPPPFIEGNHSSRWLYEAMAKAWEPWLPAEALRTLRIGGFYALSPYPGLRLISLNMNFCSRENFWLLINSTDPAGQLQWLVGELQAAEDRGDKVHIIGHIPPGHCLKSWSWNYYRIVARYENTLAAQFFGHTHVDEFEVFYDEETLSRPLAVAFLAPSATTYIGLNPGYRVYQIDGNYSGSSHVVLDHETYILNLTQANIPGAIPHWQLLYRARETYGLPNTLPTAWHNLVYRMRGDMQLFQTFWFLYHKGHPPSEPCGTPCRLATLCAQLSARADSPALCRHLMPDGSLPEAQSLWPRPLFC
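Steps: dispense placental human ASM, pin compound, wait 10 min at room temperature, add HMU-PC0 substrate at 9 uM final, incubate 60 min at 37 °C, add stop solution raising pH to 10, read fluorescence.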
KCNH2 WT inh: qHTS for Inhibitors of KCHN2 3.1: Wildtype qHTS. Voltage-gated inwardly rectifying potassium channel KCNH2 (Homo sapiens), Q12809. U2OS, BacMam KCNH2, thallium flux FluxOr; active compounds read low. hit rate 0.37% among 340,000. activity change, % at 1.84 µM. AID 720551, 2013;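 active = maximum activity change below -70%; inconclusive = maximum activity change between -70% and -50%; inactive = maximum activity change above -50%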; also: % is scaled to controls: 0 for no effect and ±100 for the full control effect
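U2OS cells were transduced with wild-type KCNH2 virus (2.03 x 10^8 / mL) for 4 h at room temperature, then cultured overnight at 37 C. Thallium flux was read with FluxOr dye. Rate constants were normalized to DMSO controls.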
GALK inhibitor: qHTS Assay for Inhibitors of Human Galactokinase (GALK); P51570; Purified GALK, Kinase-Glo residual ATP luminescence; Potency, µM (highest dose often 57.5 µM), inactives show top-dose activity change, negative = inhibition, actives largely listed as inhibitors; hit rate 0.007% among 270,000; also: potency is read from the fitted curve at half-maximal effect; % is scaled to controls: 0 for no effect and ±100 for the full control effect
Target sequence (P51570 whole entry, looked up): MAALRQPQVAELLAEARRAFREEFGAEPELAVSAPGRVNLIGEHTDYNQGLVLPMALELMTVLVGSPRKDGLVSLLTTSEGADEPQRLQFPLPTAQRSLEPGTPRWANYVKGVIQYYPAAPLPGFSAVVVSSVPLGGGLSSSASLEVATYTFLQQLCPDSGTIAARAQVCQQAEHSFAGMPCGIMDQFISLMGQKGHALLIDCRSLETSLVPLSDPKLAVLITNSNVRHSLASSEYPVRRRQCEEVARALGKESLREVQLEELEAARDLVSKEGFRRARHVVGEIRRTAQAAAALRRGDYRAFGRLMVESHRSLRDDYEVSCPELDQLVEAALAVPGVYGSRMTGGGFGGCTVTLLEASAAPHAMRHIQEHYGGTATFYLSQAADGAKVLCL
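5 nM enzyme, 35 uM ATP, 100 uM galactose, 20 mM HEPES pH8.0, 5 mM MgCl2; 1 h RT; residual ATP by Kinase-Glo Plus luminescence, qHTS format.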
MBNL1 CUG block: qHTS Assay for Inhibitors of MBNL1-poly(CUG) RNA binding. Muscleblind-like protein 1 (Homo sapiens), Q9NR56. TR-FRET MBNL1-His/biotin-(CUG)12 binding, 665/545 ratio. Potency, µM (top dose mostly 57.5 µM), inactives show at the highest dose activity change, negative = inhibition, hits mostly inhibitors. hit rate 0.036% among 280,000. AID 2675, 2010; active = well fitted inhibition curve with a large enough effect in the signal ratio, with a control signal flat, not every such curve was filed as active; inconclusive = small, poorly fitted or top-dose-only effect, or effect the other way, or a change in a side signal; inactive = no such curve, though single readings can be large or run the other way; the % refers to the signal ratio; also: potency is read from the fitted curve at half-maximal effect; % is scaled to controls: 0 for no effect and ±100 for the full control effect
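Inhibition of protein-RNA binding appears as loss of TR-FRET between terbium anti-His antibody on MBNL1-His and streptavidin-XL665 on biotin-(CUG)12. Activity is normalized to buffer-only and uninhibited-complex controls.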
USP2a inh: qHTS Assay for Inhibitors of Ubiquitin-specific Protease USP2a Using CHOP2 as the Reporter | Potency, µM (top dose mostly 38.3 µM), inactives show top-dose activity change, negative = inhibition, usual class: inhibitors | Ubiquitin carboxyl-terminal hydrolase 2 (Homo sapiens), O75604 | hit rate 0.01% among 330,000 | USP2 core, Ub-CHOP2 coupled fluorogenic reporter, 485/531;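 also: potency is read from the fitted curve at half-maximal effect; plate controls were DMSO wells for no effect and full inhibition by NEM control for full effect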
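USP2 core (10nM final) preincubated 30min RT with compound in 20mM Tris-HCl pH 8.0, 2mM CaCl2, 2mM beta-mercaptoethanol, 0.05% CHAPS; 25nM Ub-CHOP2 plus 25nM reporter substrate added, fluorescence (Ex485/Em531) read after 60min.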
TSHR antag: Antagonists of the Thyroid Stimulating Hormone Receptor: HTS campaign; hit rate 0.2% among 330,000; TSHR-expressing cells, TSH-stimulated cAMP HTRF, 2 h; active compounds read low; Thyrotropin receptor (Homo sapiens), P16473; activity change, negative = inhibition, % at 11.5 µM; AID 504810, 2011;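 active = activity change below a set negative limit, meaning inhibition stronger than a set level, cut at about -70% in these data; inconclusive = activity change between two set negative limits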; also: % is scaled to controls: 0 for no effect and ±100 for the full control effect
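TSHR-expressing cells, 200/well, pre-treated with compound, then stimulated with EC80 TSH (4nM final) for 2 hours at 37 deg C. cAMP measured by competitive HTRF: anti-cAMP cryptate antibody in lysis buffer plus cAMP-d2, read after 30 minutes at room temperature.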
Active calls of the source: *; ? = inconclusive; nt = not tested or not shown; [ ] = remark or other dose. Unless noted, calls follow the shape of the dose curve; as a rule, active = well fitted curve in the direction sought with a large enough effect; inconclusive = small, poorly fitted or top-dose-only effect, or another doubt; inactive = no such curve, though single readings can be large; an effect the other way counts as inactive or inconclusive. These rows are one share of the data (hit frequency here may not be typical).

SMILES | Eya2 inh | BCR signal inh | Mito fusion act | PKM2 activator | Menin MLL FP TR | ASM inhibitor | KCNH2 WT inh | GALK inhibitor | MBNL1 CUG block | USP2a inh | TSHR antag
Clc1ccc(/C=C/c2nc(Cl)c(-c3ccc(Cl)cc3)c(Cl)n2)cc1 | -15% | ? | 4% | -8% | -5% | 53%[activator] | 0 | 12% | -5% | -1% | -5
CN(C)S(=O)(=O)c1cccc(C(=O)OCC(=O)Nc2sccc2C#N)c1 | 7% | 19% | 0% | -2% | nt | 4% | 9 | -3% | 1% | 5% | 11
CCN(CC)S(=O)(=O)c1cccc(C(=O)Nc2cc(C)on2)c1 | 9% | 10% | -6% | -3% | -17% | 3% | -4 | 4% | 0% | -2% | -3
Cc1ccc(C(=O)NCCc2ccc(F)cc2)s1 | 1% | ? | -7% | -5% | 16% | 6% | 7 | -1% | -6% | 4% | -3
O=C1S/C(=C\C=C\c2ccco2)C(=O)N1c1ccccc1 | -6% | ? | -2% | 9% | ? | -6% | -5 | 1% | ? | -3% | -14
c1nc(N2CCC3(CC2)OCCO3)c2c3c(sc2n1)CCCC3 | 1% | -2% | 2% | 5% | -11% | -1% | -9 | 7% | -6% | 0% | -19
O=C(O)C1CCN(C(=O)c2scc3c2OCCO3)CC1 | 3% | 0% | -6% | -13% | 9% | -4% | -7 | 1% | -13% | -3% | 4
O=C(CCn1c(=O)c2sccc2n(CC(=O)OCc2ccccc2)c1=O)NCc1ccco1 | 13% | 2% | 1% | 4% | -6% | -5% | -2 | -1% | -11% | 4% | 4
CC1(C)Cc2ccccc2C2=C(C(=O)N3CCCCCC3)C(=O)C(=O)N21 | -8% | 18% | 18% | 0% | 5% | -3% | nt | -4% | -2% | 0% | 17
COc1ccc(/C=C2/SC(=S)N(c3ccc(S(=O)(=O)Nc4nccs4)cc3)C2=O)cc1 | -10% | ? | 4% | 3% | nt | -15% | 10 | -3% | 10% | ? | -21
Cc1nnc(NC(=O)c2ccc3c(c2)OCO3)s1 | 2% | 20% | 7% | -14% | -1% | 5% | -3 | 2% | -17% | 2% | 5
Cc1cc(C)n2nc(SCC(=O)Nc3c(C)n(C)n(-c4ccccc4)c3=O)nc2n1 | 11% | 1% | 5% | -7% | 3% | 2% | -4 | -1% | -19% | 1% | 7
O=C(NCc1ccccc1)c1nccnc1CO | -2% | 0% | 1% | nt | 2% | 6% | -1 | 1% | -4% | 1% | -2
CCOC(=O)Cc1csc(NC(=O)COc2ccc3c(C)cc(=O)oc3c2)n1 | 1% | 7% | -1% | 1% | ? | 77%[activator] | 4 | 1% | 72%[activator] | 3% | -16
c1ccc(C(CN2CCOCC2)c2ccccc2)cc1 | -2% | 1% | -3% | 7% | 2% | 4% | 13 | -1% | -7% | 0% | -4
COC(=O)c1ccc(NC(=O)CN2CCN(S(=O)(=O)c3ccc(Br)cc3)CC2)cc1 | -6% | 7% | 7% | nt | nt | -7% | -1 | -7% | -6% | 0% | -10
O=C(CCN1CCN(C/C=C/c2ccccc2)CC1)Nc1ccccc1 | -13% | -13% | -3% | -3% | -12% | 4% | -27 | 1% | -3% | 2% | 10
Cc1ccc(NCc2nnc(SCC(N)=O)n2CC2CCCO2)c(C)c1 (configuration not stated) | 1% | 13% | -3% | -2% | -1% | 5% | -2 | 2% | -9% | -3% | 10
COc1ccc(C(=O)COC(=O)CCN2C(=O)C3C4C=CC(C5CC45)C3C2=O)cc1 (configuration not stated) | -5% | 2% | -4% | -4% | nt | 4% | 25 | -8% | -1% | 0% | -4
NC(=O)C1CCN(C(=O)c2ccc(C(F)(F)F)cc2)CC1 | 0% | 2% | -3% | -5% | -2% | 4% | -3 | 2% | 8% | 1% | 4
CCOc1ccc(NC(=O)N2CC(C)OC(C)C2)cc1 (configuration not stated) | -2% | 4% | 14% | nt | 1% | 0% | -3 | nt | -3% | 2% | 13
Clc1ccc(Cn2ncc3c(NCc4cccnc4)ncnc32)cc1 | 12% | -5% | 3% | 16% | 15% | 6% | -16 | 0% | 0% | 1% | -10
CCC(=O)Nc1cccc(NC(=O)CSc2nnc(C3CC3)n2C)c1 | 10% | 0% | 0% | 2% | 2% | 4% | 5 | -2% | -8% | -1% | -5
COc1ccc(NS(=O)(=O)c2cc(C(=O)NNC(=O)c3ccncc3)ccc2OC)c(OC)c1 | -1% | -1% | nt | nt | nt | -3% | -1 | nt | nt | 2% | -1
CN(CC(=O)NCCC1=CCCCC1)S(=O)(=O)c1ccc2c(c1)c(=O)n(C)c(=O)n2C | -1% | -6% | 1% | 2% | -14% | -2% | -16 | 4% | -1% | 4% | 5
Cc1cc(NS(=O)(=O)c2ccc(NC(=O)CNS(=O)(=O)c3ccccc3)cc2)nc(C)n1 | 5% | 0% | nt | nt | nt | 2% | -9 | nt | nt | 2% | -8
CC(Oc1ccccc1)C(=O)Nc1oc(-c2ccco2)c(-c2ccco2)c1C#N (configuration not stated) | -2% | ? | 5% | 27% | ? | -7% | -4 | -2% | nt | 2% | 11
COc1ccccc1-c1nnc(NC(=O)C(C)Sc2nncn2C)s1 (configuration not stated) | -1% | -1% | -6% | -10% | -20% | 8% | -2 | -4% | 2% | 3% | -11
COc1ccc(C)cc1-n1c(SCC(=O)NC2CC2)nc2ccccc2c1=O | -8% | ? | 3% | nt | nt | 3% | 3 | nt | nt | -1% | 14
C[C@@H]1CC[C@@]2(O[C@H](CCO)C[C@H](O)[C@H]2O)O1 | 5% | 1% | 0% | 3% | 6% | -3% | -2 | 1% | -11% | 0% | -3
COc1ccccc1-c1nnc(SCC(=O)O)n1C | 9% | -2% | -2% | -2% | 0% | -2% | -1 | -1% | -2% | 1% | 0

Compound profiles (already shown). Order of screens: Eya2 inh, BCR signal inh, Mito fusion act, PKM2 activator, Menin MLL FP TR, ASM inhibitor, KCNH2 WT inh, GALK inhibitor, MBNL1 CUG block, USP2a inh, TSHR antag
Clc1ccc(Cn2ncc3c(NCc4cccnc4)ncnc32)cc1 across the screens: 12%, -5%, 3%, 16%, 15%, 6%, -16, 0%, 0%, 1%, -10
Cc1nnc(NC(=O)c2ccc3c(c2)OCO3)s1 across the screens: 2%, 20%, 7%, -14%, -1%, 5%, -3, 2%, -17%, 2%, 5
CCC(=O)Nc1cccc(NC(=O)CSc2nnc(C3CC3)n2C)c1 across the screens: 10%, 0%, 0%, 2%, 2%, 4%, 5, -2%, -8%, -1%, -5
